Screening data (PubChem)
Anthrax LF prot – Bacillus anthracis LF protease inhibitors, primary screen, biochemical, multiplex microsphere, MLPCN library. multiplex microsphere protease cleavage assay. inhibition, % at 10 µM. 360,000 tested, 0.12% active. AID 588501, 2011; note: plate controls were buffer without enzyme for full effect and enzyme alone for no effect
BH1578 lux ind – inducers of Vibrio cholerae quorum light production without autoinducers, primary screen, BH1578 luxS cqsA deficient, single point; V. cholerae BH1578 lux reporter, luminescence, 6 h; activation, % at 18.7 µM; 350,000 tested, 0.16% active; AID 588436, 2011; in the data active = activation mostly above about 9.7%, no sharp cut-off; note: not every result past the cut was called active; inactives centre near 0; reference of the scale not given here
BoNT-A LC inh2 – BoNT/A light chain protease inhibitors, primary screen, biochemical, flow cytometry, MLPCN library; inhibition, % at 10 µM; multiplex microsphere protease substrate cleavage; 360,000 tested, 0.17% active; Botulinum neurotoxin type A light chain protease (Clostridium botulinum A str. ATCC 3502); note: plate controls were buffer without enzyme for full effect and enzyme alone for no effect
SSB-PriA inh – inhibitors of Klebsiella pneumoniae PriA binding to SSB C-terminal tail, primary screen, biochemical, AlphaScreen | 430,000 tested, 0.6% active | PriA–SSB C-terminal tail interaction (Klebsiella pneumoniae) | AlphaScreen SSBct-PriA binding, biotinylated peptide | inhibition, % at 33 µM; in the data active = inhibition mostly above about 37%, no sharp cut-off; inactive = mostly below about 20%;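 note: plate controls were negative control peptide for no effect and reference peptide for full effect; strong numbers were not always called active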
Yp Topo-I inh – Yersinia pestis topoisomerase I inhibitors, primary screen, biochemical, cleavage product accumulation, plate reader, single point | DNA topoisomerase I (Yersinia pestis CO92) | Y. pestis Topo-I cleavage product accumulation | activity, % at 10 µM | 360,000 tested, 0.064% active; in the data active = activity above about 50%, passing the limit was not always enough; note: inactives centre near 2
PrPC TRFRET – inhibitors of human cell surface prion protein PrPC, primary screen, cell-based, TR-FRET; TR-FRET read-out; inhibition, % at 13.8 µM; 370,000 tested, 0.43% active; in the data active = inhibition above about 24%; note: 0% = median of the test wells and 100% = reference compound wells
TcdB GH inh – TcdB glycohydrolase inhibitors, primary screen, biochemical, single point, plate reader; Toxin B (Clostridioides difficile), P18177; AID 652162, 2013; TcdB glycohydrolase enzymatic assay; inhibition, % at 9.99 µM; 350,000 tested, 0.24% active; in the data active = inhibition above about 10%
Target sequence (P18177 whole entry, looked up): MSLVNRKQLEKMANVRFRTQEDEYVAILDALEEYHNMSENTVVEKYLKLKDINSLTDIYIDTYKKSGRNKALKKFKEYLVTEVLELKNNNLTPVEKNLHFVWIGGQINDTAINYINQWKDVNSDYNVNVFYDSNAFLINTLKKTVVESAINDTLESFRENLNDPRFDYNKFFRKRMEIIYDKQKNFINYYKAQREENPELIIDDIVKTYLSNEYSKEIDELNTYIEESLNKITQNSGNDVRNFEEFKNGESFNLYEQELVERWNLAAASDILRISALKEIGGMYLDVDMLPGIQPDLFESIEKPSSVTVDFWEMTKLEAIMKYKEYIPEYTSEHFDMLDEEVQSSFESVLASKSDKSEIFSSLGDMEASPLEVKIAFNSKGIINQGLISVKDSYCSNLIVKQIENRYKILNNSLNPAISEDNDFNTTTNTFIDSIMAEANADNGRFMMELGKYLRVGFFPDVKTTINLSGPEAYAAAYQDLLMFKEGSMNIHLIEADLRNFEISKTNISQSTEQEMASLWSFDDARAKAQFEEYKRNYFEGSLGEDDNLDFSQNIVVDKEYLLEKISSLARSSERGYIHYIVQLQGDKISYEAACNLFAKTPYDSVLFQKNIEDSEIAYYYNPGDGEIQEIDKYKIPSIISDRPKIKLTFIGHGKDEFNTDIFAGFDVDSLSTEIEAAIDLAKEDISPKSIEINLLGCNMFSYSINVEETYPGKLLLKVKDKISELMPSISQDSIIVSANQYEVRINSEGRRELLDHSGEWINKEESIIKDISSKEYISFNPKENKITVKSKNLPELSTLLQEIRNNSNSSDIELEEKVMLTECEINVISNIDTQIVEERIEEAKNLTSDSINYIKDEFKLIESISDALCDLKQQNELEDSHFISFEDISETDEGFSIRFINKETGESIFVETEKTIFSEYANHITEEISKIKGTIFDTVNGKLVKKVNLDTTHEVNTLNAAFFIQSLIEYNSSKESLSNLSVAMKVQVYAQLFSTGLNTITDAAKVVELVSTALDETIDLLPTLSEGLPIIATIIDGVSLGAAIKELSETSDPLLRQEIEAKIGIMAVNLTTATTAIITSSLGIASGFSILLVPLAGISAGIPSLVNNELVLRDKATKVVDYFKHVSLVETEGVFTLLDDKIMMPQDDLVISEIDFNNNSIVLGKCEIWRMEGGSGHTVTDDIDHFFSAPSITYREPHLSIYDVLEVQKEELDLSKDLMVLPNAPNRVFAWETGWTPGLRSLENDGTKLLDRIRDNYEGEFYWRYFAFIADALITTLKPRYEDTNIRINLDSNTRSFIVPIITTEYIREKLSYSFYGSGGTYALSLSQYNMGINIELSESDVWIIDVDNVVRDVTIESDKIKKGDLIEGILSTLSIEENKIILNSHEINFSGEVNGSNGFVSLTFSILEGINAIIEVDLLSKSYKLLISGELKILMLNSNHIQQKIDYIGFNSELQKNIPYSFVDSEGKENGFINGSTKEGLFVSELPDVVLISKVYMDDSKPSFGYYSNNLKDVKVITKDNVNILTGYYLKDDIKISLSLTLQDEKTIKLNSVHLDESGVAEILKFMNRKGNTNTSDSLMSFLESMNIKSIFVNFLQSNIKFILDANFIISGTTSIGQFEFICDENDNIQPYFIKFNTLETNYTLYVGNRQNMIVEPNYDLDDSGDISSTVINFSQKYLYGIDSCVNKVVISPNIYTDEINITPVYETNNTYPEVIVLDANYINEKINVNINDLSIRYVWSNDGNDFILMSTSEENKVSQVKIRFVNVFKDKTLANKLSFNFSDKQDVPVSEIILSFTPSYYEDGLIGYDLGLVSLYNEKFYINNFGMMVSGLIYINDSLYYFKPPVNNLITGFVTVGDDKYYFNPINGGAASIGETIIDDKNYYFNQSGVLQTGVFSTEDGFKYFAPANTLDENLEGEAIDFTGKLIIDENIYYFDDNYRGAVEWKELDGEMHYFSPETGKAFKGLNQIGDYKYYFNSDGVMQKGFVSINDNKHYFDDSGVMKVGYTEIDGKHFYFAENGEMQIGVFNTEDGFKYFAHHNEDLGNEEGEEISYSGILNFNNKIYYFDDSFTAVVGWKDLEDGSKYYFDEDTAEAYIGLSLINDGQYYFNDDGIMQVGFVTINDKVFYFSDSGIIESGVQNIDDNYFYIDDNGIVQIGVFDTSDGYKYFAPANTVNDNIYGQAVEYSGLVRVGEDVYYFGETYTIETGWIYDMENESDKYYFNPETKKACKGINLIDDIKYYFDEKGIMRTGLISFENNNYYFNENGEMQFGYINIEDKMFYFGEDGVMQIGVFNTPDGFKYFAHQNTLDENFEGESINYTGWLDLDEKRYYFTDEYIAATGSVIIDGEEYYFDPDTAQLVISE
3CLpro inhibitor – SARS-CoV 3CLpro protease inhibitors, primary screen, biochemical, quenched FRET; recombinant SARS-CoV 3CLpro, quenched FRET peptide cleavage; 290,000 tested, 0.14% active; AID 1706, 2009; inhibition, % at 6 µM; Replicase polyprotein 1ab (Severe acute respiratory syndrome coronavirus), P0C6X7; in the data active = inhibition above about 12%
PfHsp40 yeast – rescue of yeast from PfHsp40 toxicity, primary screen, S. cerevisiae, ATP luminescence; AID 504582, 2011; growth rescue, % at 12.5 µM; S. cerevisiae expressing PfHsp40, growth rescue; 340,000 tested, 0.68% active; in the data active = growth rescue above about 28%, passing the limit was not always enough;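 note: yeast W303a lacking pdr1 and pdr3 grown in galactose medium; growth measured after three days at 30 °C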
An asterisk follows results filed as active; i = inactive; · = no result given; & = joins results of further samples. Cut-off read from the data, not from the text of the source, unless noted: active = inhibition above about 30%; inconclusive = no clear call, values can overlap the other calls; inactive = below that. This is a subset, so the mix of outcomes need not match the whole.

SMILES	Anthrax LF prot	BH1578 lux ind	BoNT-A LC inh2	SSB-PriA inh	Yp Topo-I inh	PrPC TRFRET	TcdB GH inh	3CLpro inhibitor	PfHsp40 yeast
COc1ccc(C(=O)C(CO)Oc2ccccc2OC)cc1OC (stereo not given)	-3	-1.1	-2.0	-14	-3	-1	-0.1	1	1.8
COc1ccc(-c2nc3ccccc3n2Cc2ccccc2)cc1	-3	i	-1.0	-13	11	-6	·	2	1.2
COc1ccc(S(=O)(=O)NC(CC(=O)NCCc2ccc(OC)c(OC)c2)c2ccco2)cc1 (stereo not given)	-2	-0.4	0.2	-6	-7	2	·	1	0.9
Cn1c(Cc2c[nH]c3ccccc23)n[nH]c1=S	-1	i	0.1	0	2	2	·	3	-0.5
Cc1nc(NC(=O)c2ccccc2)nc2cc3c(cc12)OCO3	-4	-0.3	-1.0	-2	11	-3	·	2	0.6
C[C@@]12C(=O)Nc3ccc(Br)cc3C(=O)N1[C@H]1c3cc(Br)ccc3OC[C@@H]1[C@@H]2c1ccccc1	2	0.6	-0.6	-5	16	9	0.8	·	6.2
COc1ccc2c(c1OC)C(CC(C)=O)N1CCc3cc4c(cc3C1C2=O)OCO4 (stereo not given)	-6	i	0.0	·	6	-3	-0.4	·	·
O=C(CNc1cc(S(=O)(=O)N2CCOCC2)ccc1N1CCCC1)NCc1ccco1	-1	-0.3	0.5	-9	5	5	-0.1	6	-0.4
C=CCn1c(COc2ccccc2-c2ccccc2)nnc1SCC(=O)NC(=O)NCc1ccco1	-2	-0.2	-3.9	10	3	-2	0.5	4	-0.9
O=C(CSc1nnc2sc3ccccc3n12)NCc1ccco1	-3	-0.5	0.0	-13&-7	5	7	·	0	0.2
Oc1ccccc1-c1cc(-c2ccccc2)no1	-5	i	0.0	1	-1	-1	·	7	0.0
CCCCC(=O)Nc1ccccc1N1CCN(c2ccccc2)CC1	1	-1.1	0.1	-12	4	-3	0.4	0	-0.3
CN(CCc1ccccc1)C(=O)c1ccc(NC(=O)Cc2ccc(NC(=O)C3CCCN(C(=O)CCc4ccccc4)C3)cc2)cc1 (stereo not given)	-10	i	-0.9	-18	14	8	-0.2	·	0.2
CCOc1ccccc1NC(=O)c1ccccc1-c1nc(-c2ccccc2OC)no1	-2	0.0	0.7	-6	21	-2	·	-4	-0.9
O=C(NCc1ccc2c(c1)OCO2)c1cc(-c2cc(Cl)ccc2O)n[nH]1	-2	-0.4	-0.7	-3	18	2	0.9	0	-0.7

Of the compounds above, 2 have an NH in an aromatic ring:
SMILES	Anthrax LF prot	BH1578 lux ind	BoNT-A LC inh2	SSB-PriA inh	Yp Topo-I inh	PrPC TRFRET	TcdB GH inh	3CLpro inhibitor	PfHsp40 yeast
Cn1c(Cc2c[nH]c3ccccc23)n[nH]c1=S	-1	i	0.1	0	2	2	·	3	-0.5
O=C(NCc1ccc2c(c1)OCO2)c1cc(-c2cc(Cl)ccc2O)n[nH]1	-2	-0.4	-0.7	-3	18	2	0.9	0	-0.7

Further records:
SMILES	Anthrax LF prot	BH1578 lux ind	BoNT-A LC inh2	SSB-PriA inh	Yp Topo-I inh	PrPC TRFRET	TcdB GH inh	3CLpro inhibitor	PfHsp40 yeast
Cc1ccc(CN2C3=NCCN3c3ccccc32)cc1	-1	-1.0	-0.7	-9	7	-10	0.9	-2	-0.9
CC1SCC(=NOCc2c(Cl)cccc2Cl)CS1 (stereo not given)	-11	i	-3.0	-8	4	-5	0.5	-2	59*
O=C(c1ccc(Cl)cc1)N1CCCCC(Cl)C1=O (stereo not given)	-4	-0.7	-0.1	-9	5	-1	0.6	-2	0.0
CCOC(=O)N1CCN(S(=O)(=O)c2ccc(Br)s2)CC1	2	i	-0.2	-6	7	0	·	5	-0.3
COc1cc(C(=O)OCC(=O)NCCN2C(=O)CSC2=O)ccc1OCc1c(C)noc1C	0	0.9	1.3	-7	-9	-3	·	4	-1.0
COC(=O)[C@@H](N)Cc1ccc(O)c(O)c1	-3	-0.3	0.1	0	0	-8	-5.3	·	-0.4
CCc1ccc(-n2c(SCC(=O)Nc3ccc(C(=O)O)cc3)nnc2-c2ccncc2)cc1	·	·	·	-13	·	-4	1.5	-1	·
C[C@@H](OC(=O)N(C)Cc1ccccc1)[C@H]1O[C@]2(C)CCCC[C@H]1O2	-6	1.2	-0.1	2	0	0	-0.2	·	-0.1
CC(=O)c1ccc(S(=O)(=O)N(C)CC(=O)NCc2ccco2)cc1	2	i	2.2	-2	-8	0	-0.4	·	1.3
NC(=O)c1sc(=S)n2c1[nH]c(=O)c1sccc12	-1	-0.3	-0.8	-7	10	-3	-0.3	-1	0.1
CCOc1ccc(S(=O)(=O)N2CCCC(C(=O)N3CCN(c4ccccc4)CC3)C2)cc1 (stereo not given)	-2	i	-1.4	11	38	23	-0.4	-1	9.8
CCOC(=O)c1c2c(n(C)c1C)C(=O)C(=O)c1ccc(Br)cc1-2	6	i	0.3	-5	4	-3	·	-6	-0.1
C=CCc1cccc(CNc2ccc(S(=O)(=O)Nc3nccnc3OC)cc2)c1O	-2	-0.3	1.8	8	7	5	-1.7	0	-0.2
CCC(C)(C)n1nnnc1CN(Cc1cc2cc(OC)c(OC)cc2[nH]c1=O)C1CCCC1	5	i	-0.3	-5	9	-3	·	2	-1.0
COc1cccc2c1Oc1ncccc1N(C(=O)CCC(=O)NCc1ccc(F)cc1)C2	-1	-0.3	-0.4	-15	-2	-8	2.0	0	-0.8
Cc1nccn1CC(O)COc1ccc([N+](=O)[O-])cc1 (stereo not given)	-4	i	0.9	-4	3	-17	-0.6	-2	0.6
COc1ccc(C(=O)/C=C(\N)C(F)(F)F)c(O)c1	-3	i	0.5	·	-7	7	·	2	0.6
O=C(CCN1C(=O)C2C3C=CC(C3)C2C1=O)Nc1c(F)cccc1F (stereo not given)	8	-0.6	0.6	-10	1	-1	·	0	0.7
N#CCCN1CCN(C(=O)c2c(N)no[n+]2[O-])CC1	-4	i	-0.2	-14	-3	-9	-0.1	2	-0.9
Cc1ccc(S(=O)(=O)N2CCN(C(=O)COC(=O)/C=C/c3cccc([N+](=O)[O-])c3)CC2)c(C)c1	-4	i	-0.1	-9	1	2	0.1	·	-1.7
O=C(N[C@@H](Cc1ccccc1)C(=O)N1CCC2(CC1)NCCc1[nH]cnc12)c1cccc(Br)c1	-3	-0.2	-0.9	11	6	-3	1.2	1	1.3
Cn1/c(=N\NC(=O)C2CCCCC2)sc2ccccc21	-6	-0.5	-0.9	·	0	-7	-0.9	0	-0.2
CCCCn1c(SCC(=O)N2CCOCC2)nc2c1c(=O)n(C)c(=O)n2C	-3	i	2.1	-8	-9	0	1.6	2	-0.6
Cc1cccc(/C=C/c2onc(C)c2S(=O)(=O)N2CCC(C(=O)NC(C)C)CC2)c1	2	-0.2	-0.6	2	26	0	-0.4	2	2.8
O=c1c(-c2ccc3c(c2)OCCO3)coc2cc(O)cc(O)c12	-20	-0.2	0.7	-12	3	6	·	1	1.9
CCCCNC(=O)c1cn(C)c2ccc(S(=O)(=O)N3CCCC3)cc2c1=O	0	-0.3	-0.6	0	1	-1	1.6	-4	1.0
Cc1ccc(C2(c3ccc(C)cc3)NC(=O)N(CC(=O)NCCCN3CCCC3=O)C2=O)cc1	-8	i	-1.0	0	16	2	1.0	·	-0.1
CCCc1cc(=O)[nH]c(SCC(=O)N2CCC(C(=O)OCC)CC2)n1	-6	i	-0.6	-5	6	-2	·	-2	-0.3
COc1ccc(OCC(=O)N2CCN(c3cccc(Cl)c3)CC2)cc1	-6	i	-0.7	-5	32	-1	·	6	2.7
O=C(C1CCN(S(=O)(=O)c2cccs2)CC1)N1CCCCCC1	-2	-0.5	-0.6	-8	-4	5	·	-4	-0.5
CCc1ccccc1-n1c(SCC(=O)NC)nnc1-c1cccnc1	-4	i	-1.3	1	0	-6	·	-5	-0.8
O=[N+]([O-])c1ccc(CNc2ccc(Cl)cc2)s1	-2	-0.4	-4.1	12	-9	0	0.3	-1	1.2
Cc1nc2ccccn2c1C(=O)NN=C1C2CC3CC(C2)CC1C3	0	i	0.0	-6	1	3	-3.2	0	0.0
CC(C)(C)c1ccc(C(=O)N2CCC2(C)C(=O)NS(=O)(=O)c2ccc(C#N)cc2)cc1 (stereo not given)	-9	i	-0.2	·	0	-6	1.3	·	·
Cc1ccc(S(=O)(=O)Nc2nsc(N)n2)cc1	-4	2.1	-3.3	-1	7	0	·	-8	0.3
CCCOc1ccc(C(=O)Nc2ccc(N3CCN(C(=O)c4ccco4)CC3)cc2)cc1	0	2.9	-0.7	-4	1	-2	0.6	0	-0.8
COc1ccc(C(C(=O)NCc2ccccc2)N(Cc2ccco2)C(=O)c2snc(C(N)=O)c2N)cc1OC (stereo not given)	-13	-0.5	-1.2	-9	4	-3	0.4	-1	-1.2
COCc1cc(C)nc(OCC(=O)N/N=C/c2ccccc2O)c1C#N	0	0.5	-0.3	·	-6	-5	-7.8	3	1.2
CC1(C)CC(=O)C(C2c3ccccc3Oc3ccccc32)C(=O)C1	-1	i	-1.2	-15	2	-8	0.7	3	-1.4
COC(=O)CSc1nnc(C)c(=O)[nH]1	2	-7.7	1.8	0	-2	-4	·	-3	-0.8
C=CC[C@H](CC(=O)NCCO)C(=O)N[C@@H](C)COC(=O)[C@@H](CC=C)CC(=O)OC(C)(C)C	-3	0.8	-0.4	-10	-13	-4	1.0	·	0.2
CN(C)CCNC(=O)c1c(CSc2ccc(Cl)cc2)noc1C(=O)NCc1ccccc1	-10	-10	0.3	-10	-10	-8	1.4	·	-1.0
O=C(O)CSc1ccc2ccccc2n1	-5	i	0.2	1	-3	58*	·	1	-0.5
CCOC(=O)C1CCN(C=C2C(=O)N(C)C(=S)N(C)C2=O)CC1	-3	i	0.2	-13	-4	-3	·	-1	-1.1
CC(=O)c1c(C)[nH]c(C(=O)OCC(=O)N(CC(C)C)C2CCS(=O)(=O)C2)c1C (stereo not given)	-2	i	0.1	-12	-3	-4	-0.3	·	0.4
CCC/C(O)=C1\C(=O)CC(C)(C)CC1=Nc1ccc(OC)cc1OC	0	i	0.0	·	4	12	·	-7	0.4
Cc1cc(C)c[n+](C[n+]2cc(C)cc(C)c2)c1	0	-0.5	1.3	-14	6	-3	1.0	1	-1.6

Compounds above containing a cyano group (3):
SMILES	Anthrax LF prot	BH1578 lux ind	BoNT-A LC inh2	SSB-PriA inh	Yp Topo-I inh	PrPC TRFRET	TcdB GH inh	3CLpro inhibitor	PfHsp40 yeast
N#CCCN1CCN(C(=O)c2c(N)no[n+]2[O-])CC1	-4	i	-0.2	-14	-3	-9	-0.1	2	-0.9
CC(C)(C)c1ccc(C(=O)N2CCC2(C)C(=O)NS(=O)(=O)c2ccc(C#N)cc2)cc1 (stereo not given)	-9	i	-0.2	·	0	-6	1.3	·	·
COCc1cc(C)nc(OCC(=O)N/N=C/c2ccccc2O)c1C#N	0	0.5	-0.3	·	-6	-5	-7.8	3	1.2

Full records from above:
`CC1(C)CC(=O)C(C2c3ccccc3Oc3ccccc32)C(=O)C1` reads Anthrax LF prot = -1; BH1578 lux ind = i; BoNT-A LC inh2 = -1.2; SSB-PriA inh = -15; Yp Topo-I inh = 2; PrPC TRFRET = -8; TcdB GH inh = 0.7; 3CLpro inhibitor = 3; PfHsp40 yeast = -1.4
`CC(=O)c1c(C)[nH]c(C(=O)OCC(=O)N(CC(C)C)C2CCS(=O)(=O)C2)c1C` (stereo not given) reads Anthrax LF prot = -2; BH1578 lux ind = i; BoNT-A LC inh2 = 0.1; SSB-PriA inh = -12; Yp Topo-I inh = -3; PrPC TRFRET = -4; TcdB GH inh = -0.3; 3CLpro inhibitor = ·; PfHsp40 yeast = 0.4
